PTHR1 ag: agonists of human PTHR1 parathyroid hormone receptor | Q03431 | Potency, µM (doses to about 115 µM), for the others: top-dose activation, usual class: activators | 410,000 tested, 0.075% active | HEK293 GP2 PTHR1 cells, GloSensor cAMP luminescence, 1 h; note: potency is the fitted concentration of half-maximal effect; nearly all actives have a fitted effect of over 55% in size; some results filed as inactive show a strong effect at the top dose; inactives centre near -15; many of its hits are not listed in these tables
Target sequence (Q03431 whole entry, looked up): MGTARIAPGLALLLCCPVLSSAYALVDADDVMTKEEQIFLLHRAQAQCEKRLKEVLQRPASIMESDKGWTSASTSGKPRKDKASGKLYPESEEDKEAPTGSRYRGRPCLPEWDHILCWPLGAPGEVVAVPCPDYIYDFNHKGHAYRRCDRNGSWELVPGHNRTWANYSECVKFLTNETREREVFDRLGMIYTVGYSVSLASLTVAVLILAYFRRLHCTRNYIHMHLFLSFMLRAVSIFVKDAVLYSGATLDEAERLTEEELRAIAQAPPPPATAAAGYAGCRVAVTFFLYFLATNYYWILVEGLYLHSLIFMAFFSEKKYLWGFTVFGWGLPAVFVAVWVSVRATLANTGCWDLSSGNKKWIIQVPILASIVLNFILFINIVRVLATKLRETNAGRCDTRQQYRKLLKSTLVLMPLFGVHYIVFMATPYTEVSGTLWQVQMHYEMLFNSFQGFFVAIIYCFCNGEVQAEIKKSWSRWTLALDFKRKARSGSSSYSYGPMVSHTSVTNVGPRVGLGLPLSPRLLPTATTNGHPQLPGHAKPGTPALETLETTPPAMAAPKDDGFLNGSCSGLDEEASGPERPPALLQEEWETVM
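HEK-293-derived GP2 cells expressing PTHR1 and a GloSensor cAMP reporter, 3,000/well, plated overnight, given luciferin plus IBMX (each 0.5 mM as added) for 1 h at 37 °C, then compound for 1 h at 37 °C. Luminescence was read after 15 min at room temperature.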
KB-V1 MDR tox: KB-V1 MDR subline cytotoxicity. Potency, µM (top dose mostly 46.1 µM), inactives show at the top dose activity change, negative = cytotoxicity, most hits filed as cytotoxic. 400,000 tested, 3.4% active. KB-V1 MDR cells viability, CellTiter-Glo, 72 h; note: potency is the fitted concentration of half-maximal effect; % is set by controls: 0 for no effect and ±100 for the full control effect; nearly all actives have a fitted effect of over 60% in size
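Cytotoxicity via CellTiter-Glo luminescence after 72 h compound exposure at 37 degrees C. Cells: drug-selected KB-V1 line, DMEM phenol-red free plus 10% FBS. Compounds tested at multiple concentrations; normalized data fitted to concentration-effect curves.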
aSyn rescue: inhibitors of alpha-synuclein toxicity in yeast; Yeast expressing alpha-synuclein, growth rescue, BacTiter-Glo, 24 h; Potency, µM (doses to about 46.1 µM), for inactives: at the highest dose growth rescue (activation), usual class: activators; 370,000 tested, 0.14% active; note: potency is the fitted concentration of half-maximal effect; % of control where 0% means no effect; nearly all actives have a fitted effect of over 65% in size
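Readout is rescue of growth in alpha-synuclein-expressing yeast, so inhibitors of toxicity appear as activators. Growth after 24 hr at 30 deg C in galactose medium is quantified by luminescence.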
GLP1R cytotox: cytotoxicity in counter-screen for GLP-1R inverse agonists; Potency, µM (highest dose often 38.3 µM), for the others: at the highest dose activity change, negative = inhibition, hits mostly inhibitors; 410,000 tested, 0.13% active; HEK293 cAMP-luciferase reporter cells, luminescence, 24 h;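 note: loss of luciferase light is scored as toxicity; potency is the fitted concentration of half-maximal effect; % is set by controls: 0 for no effect and ±100 for the full control effect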
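MLSMR compounds, 24 hr on cells at 37 deg C/5% CO2; luminescence after luciferase reagent (12 min RT). Inhibition counted as the undesired cytotoxic outcome.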
DRD3 agonist: agonists of human D3 dopamine receptor; P35462; D3R DiscoveRx beta-arrestin cells, luminescence, 90 min; max activation, %; 410,000 tested, 0.58% active; in the data active = max activation above about 30%; note: 0% is about no effect; mostly tested at two doses, the higher about 12 µM
Target sequence (P35462 whole entry, looked up): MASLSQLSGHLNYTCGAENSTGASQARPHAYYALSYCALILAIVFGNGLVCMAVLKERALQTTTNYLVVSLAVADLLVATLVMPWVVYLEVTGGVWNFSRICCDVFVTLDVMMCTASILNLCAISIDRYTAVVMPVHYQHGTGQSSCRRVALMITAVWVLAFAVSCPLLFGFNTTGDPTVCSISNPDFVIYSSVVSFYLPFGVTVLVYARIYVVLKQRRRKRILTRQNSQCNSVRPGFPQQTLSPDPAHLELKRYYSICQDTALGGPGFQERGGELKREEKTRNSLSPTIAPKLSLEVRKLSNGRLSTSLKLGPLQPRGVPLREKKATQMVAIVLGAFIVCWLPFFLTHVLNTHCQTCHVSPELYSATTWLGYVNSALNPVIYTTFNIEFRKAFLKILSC
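Agonist mode: compounds and dopamine controls were applied to plated cells for 90 min at 37 degrees C after an overnight attachment at 1500 cells/well. Luminescent read-out followed 30 - 60 minutes at room temperature with DiscoveRx detection reagent.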
TDP-43 yeast inh: inhibitors of TDP-43 toxicity in yeast; TDP-43 expressing yeast growth rescue, BacTiter-Glo, 24 h; Potency, µM (titrated, usually from 46.1 µM), for inactives: top-dose growth rescue (activation), actives largely listed as activators; 410,000 tested, 1.8% active; AID 652104; note: potency is the fitted concentration of half-maximal effect; % of control where 0% means no effect; nearly all actives have a fitted effect of over 50% in size
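Yeast cells expressing TDP-43 under galactose induction are exposed to compounds for 24 hr at 30 deg C. BacTiter-Glo luminescence measures growth, so protective compounds score as activators.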
GLP-1R agonist: activates the human GLP-1 receptor; P43220; HEK293 GLP-1R CRE-luciferase, luminescence, 4-6 h; cells express a hypersensitive GLP-1R form; Potency, µM (top dose mostly 45.6 µM), for the others: top-dose activation, hits mostly activators; 380,000 tested, 0.007% active; AID 624172; note: potency is the fitted concentration of half-maximal effect; % of control where 0% means no effect
DRD3 antagonist: D3 dopamine receptor (human) antagonism. D3R cells, DiscoveRx beta-arrestin luminescence, antagonist mode; hits give low values. max response, negative = inhibition, %. 360,000 tested, 2.5% active; in the data active = max response below about -50%; inconclusive = no clear call, values can overlap the other calls; note: % is set by controls: 0 for no effect and ±100 for the full control effect; mostly tested at two doses, the higher about 12 µM
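Cells expressing the human receptor were seeded at 1500 cells/well, incubated overnight at 37 degrees C in 5% CO2, then exposed to library compounds with dopamine controls for 90 minutes at 37 degrees C before luminescent detection.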
GLP-1R inv ag: inverse agonists of human GLP-1 receptor; P43220; 410,000 tested, 1.6% active; HEK293 GLP-1R CRE-luciferase, luminescence, 24 h; GLP-1R form is constitutively active; Potency, µM (series often up to 38.3 µM), for the others: top-dose activity change, negative = inhibition, actives largely listed as inhibitors; note: potency is the fitted concentration of half-maximal effect; % is set by controls: 0 for no effect and ±100 for the full control effect; nearly all actives have a fitted effect of over 55% in size
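GLP-1R inverse agonism mode: basal reporter luminescence in engineered HEK293 cells measured after one day of compound exposure at 37 deg C, with a 12 min room-temperature detection step.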
* = called active by the depositor; i = inactive; ? = inconclusive; / = not tested or not shown; [ ] = another dose, or the depositor's remark. Unless noted, calls come from the whole dose curve; as a rule, active = well fitted curve in the direction sought with a large enough effect; inconclusive = small, poorly fitted or top-dose-only effect, or another doubt; inactive = no such curve, though single readings can be large; an effect the other way counts as inactive or inconclusive. Only part of the results is shown, so the mix of outcomes need not match the whole.

Structure	PTHR1 ag	KB-V1 MDR tox	aSyn rescue	GLP1R cytotox	DRD3 agonist	TDP-43 yeast inh	GLP-1R agonist	DRD3 antagonist	GLP-1R inv ag
O=S(=O)(Nc1ccc(F)cc1)N1CCOCC1	i	?	0%	-1%	-6	-6%	6%	8	-3%
COc1ccc(S(=O)(=O)N2CCCC(C(=O)N3CCN(Cc4ccccc4)CC3)C2)cc1Cl (stereo not drawn)	-12%	7%	1%	1%	1	1%	1%	-21	?
Cc1cc(C)n2c(SCC(=O)N(CC(C)C)c3c(N)n(CC(C)C)c(=O)[nH]c3=O)nnc2n1	-18%	-3%	4%	4%[7.66 µM]	4	-1%	0%	3	22%[7.66 µM]
COc1ccc(-c2nnc(SCC(=O)c3ccc(C)o3)o2)cc1	i	23µM*	-5%	-2%	3	?	3%	6	6%
C=CCc1ccccc1OCC(=O)NNC(=S)NCc1ccccc1	-58%	/	-9%	?	-26	16%	2%	0	?
CCn1nc(C(=O)NNC(=O)c2ccccc2)c2ccccc2c1=O	?	-17%	-4%	0%	-2	24%	4%	12	39%[activator]
CCOC(=O)C1=C(C)NC(=O)NC1c1ccc(C)o1 (stereo not drawn)	12%	-22%	4%	14%	4	0%	-4%	-8	-7%
COC(=O)c1ccc(CSc2nnc(Nc3ccc(OC)cc3)s2)o1	i	-16%	0%	-21%	-2	14%	8%	51	-2%
O=C(Nc1cnn(Cc2ccccc2)c1)c1cc2nc(-c3ccco3)cc(C(F)(F)F)n2n1	-13%[57.5 µM]	-16%	8%	-9%	5	5%	-7%	13	5%
c1ccc(-c2nc(CSc3nnc(-c4cccs4)o3)cs2)cc1	-12%[57.5 µM]	-10%	-3%	11%	-3	17%	19%	0	0%
COc1ccccc1N(C(=O)NCc1ccccc1)C1=NCC(C)S1 (stereo not drawn)	-11%	-1%	-1%	0%	1	?	25%	4	?
CSc1ncc(C(=O)Nc2ccc(C(C)=O)cc2)c(C)n1	-4%	-3%	-5%	2%	1	14%	-1%	4	8%

Molecules shown so far that have a carbonyl joined to an NH by a bond outside any ring:
Structure	PTHR1 ag	KB-V1 MDR tox	aSyn rescue	GLP1R cytotox	DRD3 agonist	TDP-43 yeast inh	GLP-1R agonist	DRD3 antagonist	GLP-1R inv ag
C=CCc1ccccc1OCC(=O)NNC(=S)NCc1ccccc1	-58%	/	-9%	?	-26	16%	2%	0	?
CCn1nc(C(=O)NNC(=O)c2ccccc2)c2ccccc2c1=O	?	-17%	-4%	0%	-2	24%	4%	12	39%[activator]
O=C(Nc1cnn(Cc2ccccc2)c1)c1cc2nc(-c3ccco3)cc(C(F)(F)F)n2n1	-13%[57.5 µM]	-16%	8%	-9%	5	5%	-7%	13	5%
COc1ccccc1N(C(=O)NCc1ccccc1)C1=NCC(C)S1 (stereo not drawn)	-11%	-1%	-1%	0%	1	?	25%	4	?
CSc1ncc(C(=O)Nc2ccc(C(C)=O)cc2)c(C)n1	-4%	-3%	-5%	2%	1	14%	-1%	4	8%

Remaining list, next part.
Structure	PTHR1 ag	KB-V1 MDR tox	aSyn rescue	GLP1R cytotox	DRD3 agonist	TDP-43 yeast inh	GLP-1R agonist	DRD3 antagonist	GLP-1R inv ag
Cc1cccc(C(=O)Nc2cccc(-c3cnc4ccccc4n3)c2)c1	-2%[57.5 µM]	-1%	-1%	6%	-2	-11%	-9%	25	-3%
Nc1nonc1-n1nnc(C(=O)N/N=C/c2ccc(F)cc2)c1-c1cccs1	i	16%	-11%	16%	-3	-17%	-3%	-23	10%
Cc1ccc(-c2cc(-c3ccccc3)no2)c(O)c1	-32%	8%	-17%	1%	-9	-9%	-12%	-7	?
O=C(COC(=O)CCC(=O)c1ccc(F)cc1)NCc1ccc(Cl)cc1	-18%	3%	-8%	-4%	-3	5%	5%	8	7%
O=C(CN(C(=O)CCC(=O)Nc1nccs1)c1cccc(F)c1)NCc1ccc2c(c1)OCO2	i	-22%	-8%	-26%	1	-21%	10%	-21	16%
FC(F)(F)c1cccc(NC(=S)NCC2COc3ccccc3O2)c1 (stereo not drawn)	-36%[inhibitor]	-18%	-29%	?	1	35µM*	-2%	6	?
COc1cc(Cl)c(C)cc1NC(=O)COC(=O)C(NS(=O)(=O)c1ccc(Cl)cc1)C(C)O (stereo not drawn)	-7%	5%	2%	19%	4	-9%	-3%	5	-10%
O=C(NCc1ccc(Cl)cc1Cl)C1CC(=O)N(Cc2ccccc2)C1 (stereo not drawn)	i	-28%	5%	13%	0	-4%[9.22 µM]	7%	-2	-29%
COc1ccc(C(=O)N(Cc2ccccc2)c2cccc(C)c2)cc1S(=O)(=O)N1CCOCC1	i	1%	4%	-12%	4	12%	7%	5	5%
COc1ccc(CC(NC(C)=O)C(=O)NC2CCN(c3ncccc3[N+](=O)[O-])CC2)cc1 (stereo not drawn)	-20%	-4%	-9%	-22%	-10	12%	5%	-13	-8%
Cc1ccc(C(=O)C(OC(=O)CN2C(=O)c3ccccc3C2=O)c2ccccc2)cc1C (stereo not drawn)	i	19%	-5%	1%	11	-6%	5%	7	0%
CSc1cccc(NC(=O)CNC(=O)c2ccc3c(c2)OCO3)c1	i	10%	0%	9%	-16	15%	-1%	-5	-9%

The list goes on.
molecule | PTHR1 ag | KB-V1 MDR tox | aSyn rescue | GLP1R cytotox | DRD3 agonist | TDP-43 yeast inh | GLP-1R agonist | DRD3 antagonist | GLP-1R inv ag
COc1cc(C)c(Br)cc1S(=O)(=O)N1CCOCC1 | -12% | 6% | 11% | -8% | 5 | -11% | -3% | -20 | -1%
CCN(CC)CCOC(=O)c1ccc(NC(=O)c2cc3c(s2)-c2ccccc2OC3)cc1 | -26% | -1% | -2% | -18% | -15 | 22% | 1% | / | ?
COc1cccc(CNC(=O)c2ccccc2NC(=O)C2=C(C)OCCS2)c1 | -36% | 0% | -25% | -10% | -12 | -23% | -1% | 0 | ?
C/C(=N\NC(=O)c1cccc([N+](=O)[O-])c1)c1cccc(NC(=O)C2CC2)c1 | i | -7% | 2% | -4% | -4 | 11% | 8% | -2 | -13%
O=C(CC12CC3CC(CC(Br)(C3)C1)C2)Nc1cccc(S(=O)(=O)NC2=NCCC2)c1 | i | -3% | -2% | -5% | 5 | -9% | 2% | -11 | -5%
Cc1cc(C)cc(NC(=O)CN2C(=O)CSc3ccc(S(=O)(=O)N(C)C)cc32)c1 | -4% | 16% | / | 0% | -9 | 22% | / | / | -26%
O=C(Oc1c(Br)cc(C(=S)N2CCOCC2)cc1Br)c1ccc(Cl)cc1 | -7%[57.5 µM] | -1% | -22% | ? | 0 | -19% | -8% | ? | 10µM*
CC(C)OCCCNC(=O)c1ccc2c(c1)ncn2C1CCCC1 | i | -3% | -7% | 5% | -6 | 13% | 7% | -10 | 1%
O=C(c1csc2c1CCCC2)N1CCN(c2ccc(F)cc2)CC1 | -29% | 0% | 19% | 20% | 2 | ? | 2% | 14 | ?
CN(C)[C@@H]1CCC[C@H]1OC(=O)C(c1ccccc1)c1ccccc1 | i | 15% | -4% | -1% | -10 | -9% | -1% | -53* | -23%
O=C(Nc1ccccc1)c1ccccc1C(=O)N1CCCCC1 | i | 9% | -2% | -4% | -4 | -10% | 10% | -1 | -1%
O=C(Nc1ccccc1O)/C(=C\c1ccccc1)NC(=O)c1ccccc1 | ? | 4% | -4% | -2% | -6 | -13% | 7% | -16 | ?
Cc1ccc(OCCN2C(=O)c3ccccc3C2=O)c([N+](=O)[O-])c1 | -26% | -12% | ? | -18% | -17 | ? | 11% | -69* | -5%
COc1cc2ccccc2cc1C(=O)Nc1nc(C)c(C(C)=O)s1 | -10% | 52% | -5% | 3% | 2 | 23% | 4% | 1 | 7%
Cc1cc(C)n(CC(C)C(=O)O)n1 (stereo not drawn) | i | 9% | -12% | 3% | 1 | -11% | 3% | -12 | 9%
Cc1ccc(NS(=O)(=O)c2c(C)[nH]c(=O)[nH]c2=O)cc1F | -14% | 5% | 0% | 0% | 2 | 17% | -3% | 11 | 13%
Cn1cnnc1SCC(=O)Nc1ncc([N+](=O)[O-])s1 | i | 28% | -4% | -25% | 3 | 4% | -1% | -10 | -1%
Cc1ccccc1-c1nc2cc(NC(=O)C3CC3)ccc2o1 | -29% | ? | -23% | -15% | 5 | ? | 8% | 7 | ?
Cc1ccc(C)c(CN2C(=O)c3ccccc3S(=O)(=O)c3ccc(C(=O)NCCc4ccc(Cl)cc4)cc32)c1 | i | / | / | 1% | -5 | 11% | / | / | -24%
C/C(=N\OCC(=O)Nc1ccc2c(c1)OCCO2)c1ccc2c(c1)OCCO2 | -41%[inhibitor] | ? | 5% | -1% | 3 | 6% | 7% | 13 | 8%
Cc1cc(-c2ccccc2)nc(N(C)NC(=O)C2CC2)c1S(C)(=O)=O | 0% | ? | 2% | 2% | -3 | -18% | -1% | -15 | 8%
O=C(NCc1ccc2c(c1)CCN2C(=O)c1ccncc1)c1ccccc1Cl | 6% | -5% | / | 1% | -5 | 14% | / | / | 3%
CCN(CC(=O)NCc1ccc(F)cc1)C(=O)c1ccc(C)o1 | i | 0% | 1% | 0% | -2 | -4% | 5% | 0 | 2%
COc1cc(C(C[N+](=O)[O-])c2c(-c3ccccc3)cc3ccccn23)cc(OC)c1OC (stereo not drawn) | -22% | 0% | 0% | -17% | 0 | 3% | -7% | 6 | 2%

Assay outcomes (PubChem BioAssay)
